Compound activity (PubChem BioAssay)
NCI-60 one-dose screen, 48 h, at 10 µM unless noted. Numbers give growth in % (100 = growth as untreated, 0 = no growth, -100 = all killed).
M14 – M14 melanoma. 80,000 compounds, 6.2% hits. AID 1794745
UACC-62 – UACC-62 melanoma; 81,000 compounds, 5.4% hits; AID 1794756
HOP-62 – HOP-62 NSCLC; 80,000 compounds, 3.9% hits
MALME-3M – MALME-3M melanoma; 78,000 compounds, 5.8% hits; AID 1794766
A549/ATCC – A549/ATCC NSCLC; 81,000 compounds, 3.7% hits
UACC-257 – UACC-257 melanoma | 78,000 compounds, 4.4% hits | AID 1794764
HOP-92 – HOP-92 NSCLC cells; 71,000 compounds, 6.3% hits
EKVX – EKVX NSCLC; 71,000 compounds, 3% hits; AID 1794765
Starred values were filed as active, the others as inactive; . = no result given. How the source made its calls: active means growth percent below 10; inactive means the rest.

1	O=C(COc1ccc(-c2nc3ccc([N+](=O)[O-])cc3[nH]2)cc1)N=Nc1c(O)[nH]c2ccc(Cl)cc12
2	Cc1cc(C)c(S(=O)(=O)O)cc1N
3	CCCCN1CCCn2c1nc1c2c(=O)n(CCC)c(=O)n1CCC
4	COc1ccc(/C=N/NC(=O)c2cnn3c2NC(c2ccccc2)C3)cc1OCc1ccccc1 (stereo not drawn)
5	NC1(N2SC(S)=C3CCCC=C32)CCCCC1
6	Nc1n[nH]c2ccc([C@H]3[C@@H]4C5CCC(C5)[C@@H]4c4c(ccc5[nH]ncc45)N3S(=O)(=O)C3CC3)cc12 (stereo partly drawn)
7	N#Cc1c(-c2cccs2)cc(-c2cnccn2)nc1SCC(=O)NN
8	CCCCC(C(C)=O)C(=O)OCC (stereo not drawn)

Screen / compound no.	1	2	3	4	5	6	7	8
M14	110	.	110	88	101	7.9*	105	111
UACC-62	93	93	85	80	104	33	77	108
HOP-62	95	94	102	91	101	41	105	109
MALME-3M	89	97	123	101	102	61	.	119
A549/ATCC	93	98	82	91	100	17	82	103
UACC-257	101	114	97	99	100	64	102	114
HOP-92	85	88	82	100	97	68	.	96
EKVX	73	108	97	84	.	30	102	115

9	O=C(Nc1ccc2c(c1)OCCO2)C(=O)c1c[nH]c2ccc(F)cc12
10	CCOC(=O)CCCNC(=O)c1sc2c(c1C)c(=O)nc1c(C#N)n[nH]n12
11	NCCCCCNc1cc(O)cc2cccnc12
12	Nc1onc(-c2ccccc2)c1[N+](=O)[O-]
13	CC(=O)OCCc1ccc(CCc2ccccc2)cc1
14	C=CCn1c(SCC(=O)Nc2ccc(C(=O)/C=C/c3cc(OC)c(OC)c(OC)c3)cc2)nnc1-c1cc(-c2ccc(OC)cc2)nc2ccccc12
15	O=C1OC(=O)c2c1ccc1ccccc21
16	CC(=O)NS(=O)(=O)c1ccc(NCCc2c(C)nc3scc(-c4ccc(Cl)cc4)n3c2=O)cc1

Screen / compound no.	9	10	11	12	13	14	15	16
M14	.	103	103	92	102	107	107	98
UACC-62	104	98	111	76	102	90	89	93
HOP-62	111	100	110	125	88	97	.	96
MALME-3M	108	121	113	85	114	95	75	95
A549/ATCC	94	107	111	96	106	98	.	113
UACC-257	101	102	113	.	106	100	.	106
HOP-92	95	.	178	109	92	77	93	80
EKVX	.	104	120	107	105	100	.	.

17	COC(=O)C1(C2(C(=O)OC)NC(=S)NC(=O)C2C#N)CCCC1=O (stereo not drawn)
18	CCC1CCc2nc3sc(C(=O)Nc4ccccc4F)c(N)c3cc2C1 (stereo not drawn)
19	COc1ccccc1O
20	N#Cc1c(C(F)(F)F)cc(NCc2ccccn2)n2c1nc1ccccc12
21	COc1ccc2oc(=O)cc(C3c4ccc([nH]4)C(c4cc(=O)oc5ccc(OC)cc45)c4ccc([nH]4)C(c4cc(=O)oc5ccc(OC)cc45)c4ccc([nH]4)C(c4cc(=O)oc5ccc(OC)cc45)c4ccc3[nH]4)c2c1 (stereo not drawn)
22	O=C(O)c1ccc(-c2nn(-c3ccc(C(=O)O)cc3)cc2/C=N/NC(=O)c2ccccc2O)cc1
23	COc1ccc(Oc2nc(Nc3ccc(N4CCOCC4)cc3)ncc2N=Cc2cc(OC)cc(OC)c2)cc1
24	NS(=O)(=O)c1cc2c(cc1Cl)NCNS2(=O)=O

Screen / compound no.	17	18	19	20	21	22	23	24
M14	109	44	102	97	3.1*	105	110	97
UACC-62	98	48	101	81	-8.0*	101	95	89
HOP-62	111	76	118	86	18	98	92	105
MALME-3M	103	49	108	.	2.8*	98	114	101
A549/ATCC	110	80	95	81	41	107	92	.
UACC-257	118	58	94	.	34	104	89	105
HOP-92	112	58	113	87	42	102	71	85
EKVX	101	.	114	86	28	92	108	96

Copied from the entries so far, 15 compounds:
10	CCOC(=O)CCCNC(=O)c1sc2c(c1C)c(=O)nc1c(C#N)n[nH]n12
11	NCCCCCNc1cc(O)cc2cccnc12
12	Nc1onc(-c2ccccc2)c1[N+](=O)[O-]
13	CC(=O)OCCc1ccc(CCc2ccccc2)cc1
14	C=CCn1c(SCC(=O)Nc2ccc(C(=O)/C=C/c3cc(OC)c(OC)c(OC)c3)cc2)nnc1-c1cc(-c2ccc(OC)cc2)nc2ccccc12
15	O=C1OC(=O)c2c1ccc1ccccc21
16	CC(=O)NS(=O)(=O)c1ccc(NCCc2c(C)nc3scc(-c4ccc(Cl)cc4)n3c2=O)cc1
17	COC(=O)C1(C2(C(=O)OC)NC(=S)NC(=O)C2C#N)CCCC1=O (stereo not drawn)
18	CCC1CCc2nc3sc(C(=O)Nc4ccccc4F)c(N)c3cc2C1 (stereo not drawn)
19	COc1ccccc1O

Screen / compound no.	10	11	12	13	14	15	16	17	18	19
M14	103	103	92	102	107	107	98	109	44	102
UACC-62	98	111	76	102	90	89	93	98	48	101
HOP-62	100	110	125	88	97	.	96	111	76	118
MALME-3M	121	113	85	114	95	75	95	103	49	108
A549/ATCC	107	111	96	106	98	.	113	110	80	95
UACC-257	102	113	.	106	100	.	106	118	58	94
HOP-92	.	178	109	92	77	93	80	112	58	113
EKVX	104	120	107	105	100	.	.	101	.	114

20	N#Cc1c(C(F)(F)F)cc(NCc2ccccn2)n2c1nc1ccccc12
21	COc1ccc2oc(=O)cc(C3c4ccc([nH]4)C(c4cc(=O)oc5ccc(OC)cc45)c4ccc([nH]4)C(c4cc(=O)oc5ccc(OC)cc45)c4ccc([nH]4)C(c4cc(=O)oc5ccc(OC)cc45)c4ccc3[nH]4)c2c1 (stereo not drawn)
22	O=C(O)c1ccc(-c2nn(-c3ccc(C(=O)O)cc3)cc2/C=N/NC(=O)c2ccccc2O)cc1
23	COc1ccc(Oc2nc(Nc3ccc(N4CCOCC4)cc3)ncc2N=Cc2cc(OC)cc(OC)c2)cc1
24	NS(=O)(=O)c1cc2c(cc1Cl)NCNS2(=O)=O

Screen / compound no.	20	21	22	23	24
M14	97	3.1*	105	110	97
UACC-62	81	-8.0*	101	95	89
HOP-62	86	18	98	92	105
MALME-3M	.	2.8*	98	114	101
A549/ATCC	81	41	107	92	.
UACC-257	.	34	104	89	105
HOP-92	87	42	102	71	85
EKVX	86	28	92	108	96

(further entries)
25	O=c1c2cc(F)ccc2sc2c(NCc3cccnc3)nc3ccccc3c12
26	COc1cccc2c1-c1ccccc1C2=O
27	O=c1c2ccccc2nnn1-c1ccccc1
28	CC(C)Sc1ncnc2[nH]ncc12
29	O=C(O)C(=Cc1c2ccccc2cc2ccccc12)C(=O)O
30	O=[N+]([O-])c1cc(Cl)cc(Cl)c1O
31	O=C(Cn1c(/C=C/c2ccccc2)nc2ccccc2c1=O)Nc1ccccc1
32	COc1cc2oc(-c3cccc(C(=O)Nc4ccc(Cl)cc4)c3)cc(=O)c2c(OCCN)c1OC

Screen / compound no.	25	26	27	28	29	30	31	32
M14	103	-1.4*	116	107	100	97	102	-90*
UACC-62	73	33	105	99	93	103	90	-87*
HOP-62	92	37	113	98	105	92	58	-63*
MALME-3M	101	60	.	126	98	97	70	-68*
A549/ATCC	84	23	101	107	92	97	38	-58*
UACC-257	113	52	110	110	.	104	104	-85*
HOP-92	69	74	.	.	105	105	.	-84*
EKVX	80	41	91	107	104	96	124	-85*

33	O=C1CCCC(=O)C1C(=O)c1ccc(C(F)(F)F)cc1[N+](=O)[O-]
34	O=C(Nc1ccccc1)C1CN(Cc2ccc(C(F)(F)F)cc2)CCS1 (stereo not drawn)
35	NC(N)=NS(=O)(=O)c1ccc(N=NC2C(=O)NNC2=O)cc1
36	CSc1nc(NN)cc(-c2ccccc2)n1
37	CCCCN(CCCC)C(=N)c1c(OC)cccc1OC
38	CC(C)CC(=O)Oc1ccc(/C=C/c2cc(OC(=O)CC(C)C)cc(OC(=O)CC(C)C)c2)cc1
39	COc1ccc(-c2csc(Nc3ccc(S(=O)(=O)Nc4cc(C)on4)cc3)n2)cc1OC
40	CC(=O)O[C@H]1CC[C@]2(C)C3=C(CC[C@H]2C1(C)C)[C@]1(C)CC[C@H](C(CC[C@H](C)C(C)C)=C(c2ccccc2)c2ccccc2)[C@@]1(C)CC3

Screen / compound no.	33	34	35	36	37	38	39	40
M14	98	106	100	110	72	94	88	98
UACC-62	95	94	90	97	.	98	93	101
HOP-62	109	101	108	117	62	101	76	99
MALME-3M	93	105	103	126	92	108	121	121
A549/ATCC	113	100	102	108	64	88	98	96
UACC-257	105	95	109	103	83	98	93	99
HOP-92	116	102	96	75	73	106	86	91
EKVX	98	110	109	113	94	100	92	.

41	N#Cc1ccc(NC(=O)Nc2ccc(Cc3ccc(NC(=O)Nc4ccc(C#N)cc4)cc3)cc2)cc1
42	O=C(/C=C/c1cccc(OC(F)(F)F)c1)Nc1ccc(C=C2c3ccccc3C(=O)c3ccccc32)cc1
43	COc1ccc(-n2c(SCC(=O)NNC(=S)NC(=O)c3ccc(Br)cc3)nc3ccc(Cl)cc3c2=O)cc1
44	CN1CCC=C(C(=O)N2c3ccccc3Sc3ccc(Cl)cc32)C1
45	COc1ccc(-c2nn(-c3ccc(C(=O)O)cc3)cc2CNc2ccccc2)c(F)c1
46	CC(=O)Oc1ccc(N2C(=O)CCSC2=S)cc1C(=O)O
47	C=CCC(O)CCCCC (stereo not drawn)
48	Cc1cc(C)c2ccc(NC(=O)c3ccccc3)nc2n1

Screen / compound no.	41	42	43	44	45	46	47	48
M14	37	94	92	89	94	104	97	102
UACC-62	14	61	87	83	.	105	101	86
HOP-62	50	105	94	99	83	109	118	104
MALME-3M	28	100	92	75	81	99	.	99
A549/ATCC	41	79	100	88	67	105	109	103
UACC-257	26	97	100	90	.	98	116	98
HOP-92	47	.	99	.	77	102	82	114
EKVX	14	94	92	83	94	97	.	92

49	O=C(CN1C=NC2C(N3CCOCC3)=NC=NC21)c1ccc(Cl)cc1 (stereo not drawn)
50	COc1ccc(-c2cc(=O)c3cccc(CC(=O)O)c3o2)cc1
51	CC1(C)CC[C@]2(C(=O)O)CC[C@]3(C)C(=CC[C@@H]4[C@@]5(C)CC(=C/c6cccnc6)/C(=N/O)C(C)(C)[C@@H]5CC[C@]43C)[C@@H]2C1
52	N#Cc1c(NC(=O)c2cccs2)[n+]([O-])c2cc(C(F)(F)F)ccc2[n+]1[O-]
53	Clc1nc(Cl)c2ccccc2n1
54	O=c1c(O)c(N[C@H]2C=C[C@@H](CO)C2)c1=O
55	N#C/C(=C\C=C\c1ccc(-c2cc(Cl)ccc2Cl)o1)c1nc2ccccc2s1
56	CCOC(=O)c1nnc(-c2ccccc2)nc1Cl

Screen / compound no.	49	50	51	52	53	54	55	56
M14	98	.	88	116	104	111	103	105
UACC-62	94	103	73	97	97	118	83	99
HOP-62	100	89	95	112	76	101	88	95
MALME-3M	105	93	104	132	107	115	95	116
A549/ATCC	108	100	40	96	94	108	99	104
UACC-257	105	.	88	91	106	100	95	87
HOP-92	103	.	71	33	90	121	89	89
EKVX	97	.	97	87	67	129	80	74

57	CCOC(=O)CCNCc1ccccc1
58	O=S(=O)(Cc1cc(-c2ccccc2)no1)N1CC=CC1
59	COc1ccc(C(=O)/C=C/c2c(F)cccc2Cl)cc1S(N)(=O)=O
60	Cc1ccccc1NC(=O)Cc1csc2[n+]1C(=O)/C(=C/c1ccc([N+](=O)[O-])cc1)S2

Screen / compound no.	57	58	59	60
M14	104	113	-59*	86
UACC-62	105	100	15	88
HOP-62	102	98	2.3*	87
MALME-3M	113	102	13	99
A549/ATCC	110	98	8.3*	100
UACC-257	127	94	13	104
HOP-92	85	109	9.7*	79
EKVX	106	100	8.7*	93

Limited to EKVX (2 entries from above):
entry	molecule	EKVX
58	O=S(=O)(Cc1cc(-c2ccccc2)no1)N1CC=CC1	100
60	Cc1ccccc1NC(=O)Cc1csc2[n+]1C(=O)/C(=C/c1ccc([N+](=O)[O-])cc1)S2	93
